High-throughput results as filed in PubChem.
S2 tox = Viability Counterscreen for Primary qHTS for Inhibitors of ATXN expression; Potency, µM (titrated, usually from 56.7 µM), actives largely listed as cytotoxic; AID 651635, 2014; 0.49% of 400,000 active; S2 cells (HEK-293 line with an ATXN2-luciferase reporter) viability, CellTiter-Fluor protease fluorescence, 24 h; also: potency is read from the fitted curve at half-maximal effect; nearly all actives have a fitted effect of over 40% in size
A549 tox = Nrf2 qHTS screen for inhibitors: counterscreen for cytotoxicity | A549 ARE-Fluc cells, CellTiter-Fluor viability, 18-24 h | Potency, µM (top dose mostly 46 µM), without a hit: at the highest dose activity change, negative = cytotoxicity, usual class: inhibitors | 0.16% of 390,000 active; also: potency is read from the fitted curve at half-maximal effect; % is scaled to controls: 0 for no effect and ±100 for the full control effect
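A549 ARE_Fluc cells in 5% FBS OPTI-MEM were exposed to compounds in concentration-response for 18-24 h at 37 deg C. Viability was read by CellTiter-Fluor fluorescence (Ex 405/Em 525) after 30 min, before the luciferase read.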
Nrf2 activator = qHTS of Nrf2 Activators | AREc32 ARE-luciferase reporter (MCF7-derived line), luminescence, 24 h | Potency, µM (highest dose often 46.1 µM), inactives show at the highest dose activation, most hits filed as activators | 0.31% of 410,000 active; also: potency is read from the fitted curve at half-maximal effect; % of control where 0% means no effect; nearly all actives have a fitted effect of over 65% in size
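ARE-driven firefly luciferase activity in AREc32 cells measured after a 24 hr compound exposure at 37 deg C, using Steady-Glo reagent and a 30 min room-temperature hold.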
Nrf2 block = Nrf2 qHTS screen for inhibitors; AID 504444, 2011; Potency, µM (doses to about 46 µM), inactives show at the highest dose activity change, negative = inhibition, hits mostly inhibitors; 2.1% of 360,000 active; A549 ARE-Fluc reporter, luciferase luminescence, 18-24 h; also: potency is read from the fitted curve at half-maximal effect; % is scaled to controls: 0 for no effect and ±100 for the full control effect; nearly all actives have a fitted effect of over 60% in size
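In this cell-based qHTS, ARE-driven firefly luciferase in A549 cells reports Nrf2 activity; the luminescent signal after BugLite lysis is the measured value, with a prior CellTiter-Fluor read for cell health.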
Mm-Cpn inhibitor = Inhibitors of TCP-1 ring complex (TRiC) of Methanococcus maripaludis (MmCpn): qHTS; Potency, µM (series often up to 76.9 µM), for the others: at the highest dose activity, negative = inhibition, hits mostly inhibitors; Chaperonin Mm-Cpn (Methanococcus maripaludis); 0.031% of 330,000 active; AID 504842, 2011; purified Mm-Cpn ATPase, ADP Transcreener TR-FRET; also: potency is read from the fitted curve at half-maximal effect; % is scaled to controls: 0 for no effect and ±100 for the full control effect; nearly all actives have a fitted effect of over 80% in size
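Quantitative HTS used 25 nM Mm-CPN and 10 uM ATP in magnesium/KCl Tris buffer, pH 7.4, with 1 mM DTT. Hydrolysis ran 30 min at 37°C; ADP was read by HTRF.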
HepG2 tox = qHTS for Inhibitors of TGF-b: Cytotox Counterscreen; HepG2 CAGA-GFP viability, ATP luminescence, 18 h; Potency, µM (doses to about 46.1 µM), for the others: top-dose activity change, negative = cytotoxicity, most hits filed as cytotoxic; 0.76% of 410,000 active; AID 588856, 2011; also: potency is read from the fitted curve at half-maximal effect; some results filed as inactive show a strong effect at the top dose
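HepG2 CAGA-GFP cells (1000/well, DMEM with 1% FBS) received compound, then TGF-beta at 500 pg/mL final, and were incubated 18 hours at 37 degrees C. Viability was read by CellTiter-Glo luminescence. Media-only wells were set as complete cell-killing and DMSO as no toxicity.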
pAkt inh = HTS Assay for Inhibitors of Akt Phophorylation: Primary Screen. Neuro2A IGF-stimulated pAkt S473 HTRF, 20 min; hits give low values. 0.32% of 360,000 active. activity change, % for hits at 50 µM. AID 651550, 2012; in the data active = activity change below about -80%; inconclusive = mostly about -51% to -80%; also: % is scaled to controls: 0 for no effect and ±100 for the full control effect
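Neuro2A cells (4,500/well, DMEM with 0.5% FBS) were treated with compound at a single 50 µM final concentration, stimulated with 6 nM IGF for 20 min at 37 °C, and lysed. Phospho-Akt Ser473 was read by HTRF as 665/615 ratio ×10^4.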
TGFb SMAD3 inh = qHTS for Inhibitors of TGF-b | AID 588855, 2011 | Potency, µM (top dose mostly 46.1 µM), for the others: at the highest dose activity, negative = inhibition, usual class: inhibitors | 1.2% of 410,000 active | HepG2 CAGA-GFP TGF-b/SMAD3 reporter, GFP fluorescence, 18 h; TGF-beta stimulated, 500 pg/mL final; also: potency is read from the fitted curve at half-maximal effect; % is scaled to controls: 0 for no effect and ±100 for the full control effect; nearly all actives have a fitted effect of over 65% in size
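Per well, imaged GFP fluorescence of HEPG2 CAGA-GFP cells gives the signal; cells get compound, then TGF-beta (500 pg/mL final), 18 h at 37 degrees C; %Activity versus -TGF-beta and +DMSO controls.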
CCT chaperon mod = High-Throughput Screening for Modulators of Cytosolic Chaperonin Activity; activity change, % (concentration not given with the values), hits read low; purified chaperonin ATPase assay, HTRF ADP detection, 30 min; 0.3% of 360,000 active; in the data active = activity change below about -30%; also: % is scaled to controls: 0 for no effect and ±100 for the full control effect
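Enzyme 40 or 20 nM (batch-dependent) in Tris pH 7.4/KCl/MgCl2/DTT; cpd 76 uM single point; ATP 10 uM; 30 min 37 °C; Transcreener ADP HTRF detection, 30 min RT; ratio 665/615.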
* hit, by the source's call; i = inactive; ? = inconclusive; nt = no result given; & = joins results of further samples; [ ] = dose if it differs, or a comment. Unless noted, calls follow the shape of the dose curve; as a rule, active = well fitted curve in the direction sought with a large enough effect; inconclusive = small, poorly fitted or top-dose-only effect, or another doubt; inactive = no such curve, though single readings can be large; an effect the other way counts as inactive or inconclusive. Hits appear at their usual frequency; about 4.4% have a hit in one of these screens.

SMILES	S2 tox	A549 tox	Nrf2 activator	Nrf2 block	Mm-Cpn inhibitor	HepG2 tox	pAkt inh	TGFb SMAD3 inh	CCT chaperon mod
Cn1c2c(c(=O)n(C)c1=O)C(C(F)(F)F)(C(F)(F)F)N=C(c1ccccc1Cl)N2	i	-2%	6.2%	-18%	0%	-24%	i	-19%	0.1
COc1ccc(-c2nc3cc(C)ccn3c2NC(=O)c2cccc(F)c2)cc1	?	-17%	1.1%	8%[9.27 µM]	nt	-11%	nt	-5%	nt
COc1ccc(Nc2nc(NN)nc(Nc3ccc(OC)cc3)n2)cc1	i	1%	0.7%	-11%	0%	-7%	i	12%	-2.6
CCCSc1nnc2c(n1)OC(c1cccs1)Nc1ccc(Br)cc1-2 (stereo not drawn)	i	-6%	?	-4%	nt	-7%	nt	-22%	nt
CCN(CC)CCNC(=O)c1ccc(NC(=O)/C=C/c2cc(OC)c(OC)c(OC)c2)cc1	i	-2%	5.7%	-16%	2%	-12%	i	25%	2.2
CCOC(=O)N1CCC(N2Cc3cccc(C(=O)Nc4ccc(S(=O)(=O)N(CC)CC)cc4)c3C2=O)CC1	i	8%	-0.1%	-4%	-1%	3%	i	1%	-3.7
O=C(Nc1ccnn1C1CCN(C/C=C/c2ccccc2)CC1)c1ccccc1	i	-15%	-0.3%	-3%	1%	-19%	i	1%	0.0
O=C1c2ccccc2C(=O)N1CCn1c(=O)oc2ccccc21	i	-1%	-0.4%	1%	-26%	-2%	i	2%	-2.5
CCOC(=O)C1=Nc2ccccc2C1=[N+]=[N-]	nt	?	8.6%	?	-2%	4%	i	?	-6.0
CCOc1ccc(S(=O)(=O)NCCC(=O)Nc2ncccc2C)cc1	i	8%	0.1%	18%	1%	6%	i	-10%	2.0
Cc1ccc(S(=O)(=O)NCCNC(=O)c2ccccc2)cc1	i	-5%	-0.7%	4%	-2%	-10%	i	-11%	0.5
CC(=O)Nc1ccc(NC(=O)c2ccc(COc3ccc(C)cc3)o2)cc1	i	3%	0.4%[9.22 µM]	6%	0%	-16%	i	-4%	-1.7
CCOc1ccccc1OCCCCOc1ccccc1F	i	-4%	0.2%	2%	0%	-43%	i	-19%	0.8
O=C(NCC(=O)N1CCCC(C(F)(F)F)C1)c1ccccc1F (stereo not drawn)	i	-1%	0.3%	11%	0%	3%	i	-14%	0.3
CCOc1ccc(S(=O)(=O)Nc2ccc(C(=O)NCc3ccncc3)cc2)cc1	i	4%	-0.7%	0%	0%	0%	i	9%	-0.4
Cc1cc(C)nc(N(C#N)CCOc2ccccc2)n1	i	21%	0.1%	10%	nt	-29%	i	-4%	-4.3
Cc1c(Cc2c(C)n(C)n(-c3ccccc3)c2=O)c(=O)n(-c2ccccc2)n1C	i	6%	-0.5%	-5%	0%	2%	i	3%	-17
CCN(C(=O)c1ccc(C(=O)N(CC)c2ccccc2C)cc1)c1ccccc1C	i	-1%	-0.4%	-20%	nt	-32%	nt	?	nt
COc1ccc(/C=C2\SC(=S)N(CCC(=O)Nc3cccc(C(=O)O)c3)C2=O)cc1	?	-6%	-1.3%	?	0%	-19%	i	-16%	-2.3
CCOC(=O)CNC(=O)c1ccc2[nH]c3c(c2c1)CCCC3	i	1%	1.4%	-13%	-1%	-37%	i	?	0.6

Some of the entries above, set out differently.
compound,S2 tox,A549 tox,Nrf2 activator,Nrf2 block,Mm-Cpn inhibitor,HepG2 tox,pAkt inh,TGFb SMAD3 inh,CCT chaperon mod
O=C(Nc1ccnn1C1CCN(C/C=C/c2ccccc2)CC1)c1ccccc1,i,-15%,-0.3%,-3%,1%,-19%,i,1%,0.0
O=C(NCC(=O)N1CCCC(C(F)(F)F)C1)c1ccccc1F (stereo not drawn),i,-1%,0.3%,11%,0%,3%,i,-14%,0.3
CCOC(=O)C1=Nc2ccccc2C1=[N+]=[N-],nt,?,8.6%,?,-2%,4%,i,?,-6.0
Cc1c(Cc2c(C)n(C)n(-c3ccccc3)c2=O)c(=O)n(-c2ccccc2)n1C,i,6%,-0.5%,-5%,0%,2%,i,3%,-17

Going on with the list:
SMILES	S2 tox	A549 tox	Nrf2 activator	Nrf2 block	Mm-Cpn inhibitor	HepG2 tox	pAkt inh	TGFb SMAD3 inh	CCT chaperon mod
CCC(C)C(NC(=O)CCC(=O)OCC(=O)[C@@]1(O)CCC2[C@@H]3CCC4=CC(=O)C=C[C@]4(C)C3[C@@H](O)C[C@@]21C)C(=O)O (stereo partly drawn)	i	4%	-0.1%	0.18µM*	2%	0%	i	15%	2.8
CCOC(=O)C1CCCN(C(=O)Nc2cccc(Cl)c2)C1 (stereo not drawn)	?	-12%	0.1%	-15%	-1%	-22%	i	0%	-0.4
C[C@H](NC(=O)c1nc[nH]c1C(=O)N[C@@H](Cc1ccccc1)C(=O)OCc1ccccc1)C(=O)OC(C)(C)C	?	1%	3.5%	9%	1%	-8%	i	?	-1.9
Cc1ccc(Nc2nc(-c3sc(C)nc3C)cs2)cc1	nt	-8%	16%	4%	-2%	-42%	i	?	-4.5
CCc1ccccc1NC(=O)CSc1nnc(COc2ccccc2Cl)o1	i	12%	0.5%	-7%	nt	-12%	nt	-5%	nt
CCCn1nc(C(=O)Oc2ccc3c(C)cc(=O)oc3c2)c2ccccc2c1=O	?	-2%	0.1%	-8%	-10%	3%	i	?	-1.0
Cc1cccc(N=Cc2cc(Br)cc(Cl)c2O)c1	nt	-6%	3.1%	-3%	-1%	0%	i	3%	-2.7
Cc1ccccc1NC(=O)C1CCCN(S(=O)(=O)c2cccc3cccnc23)C1 (stereo not drawn)	i	6%	-0.8%	-3%	1%	9%	i	2%	0.7
CCCCP(=O)(CCCC)Cc1ccccc1	i	4%	-0.8%	9%	0%	-14%	i	-1%	1.4
CCCCc1nc2cc(C(=O)NCCc3c(C)n[nH]c3C)ccc2o1	i	-9%	0.5%	-16%	nt	0%	i	-5%	0.0
COc1ccccc1N1CCN(C(=S)Nc2ccccc2)CC1	i	1%	-0.4%&1.2%	3%	0%	-3%&2%	i	3%&-16%	0.0&-1.4
CCOc1ccccc1N1CCN(C(=O)c2ccc(OCC(=O)N3CCOCC3)c(OC)c2)CC1	i	0%	-0.2%	-4%	-17%	17%	i	14%	-1.8
CCN1CCS/C1=C\C=C\C1=[N+](CC)CCS1	24µM*	?	3.0%	1.6µM*	0%	-30%	i	?	2.2
O=[N+]([O-])c1cc(C(F)(F)F)ccc1NCCNC(=S)Nc1ccc(Cl)cc1	?	?	0.4%	?	3%	10µM*	i	5µM*	-4.5
O=C(NCCn1cc(SCc2ccccc2F)c2ccccc21)c1cccs1	?	-10%	-0.3%	?	nt	-29%	nt	10µM*	nt
O=C(Cn1c(=O)cnc2ccccc21)NC1CCC(O)CC1 (stereo not drawn)	i	-2%	0.3%	4%	0%	7%	i	0%	2.0
COc1nc(N(C)S(=O)(=O)c2ccc(C)cc2)nc(C)c1Cl	i	1%	0.5%	nt	0%	-3%	i	20%	-2.9
COc1ccccc1Cn1cccc1C=O	i	0%	-0.9%	16%	5%	2%	i	0%	-2.9
COc1ccc(NS(=O)(=O)c2ccc(NC(=S)NCC3CCCO3)cc2)cc1 (stereo not drawn)	i	0%	-0.5%	?	?	1%	i	0%	0.1
C=CCNC(=O)NC(=O)COC(=O)C(C)Oc1ccc(Cl)cc1Cl (stereo not drawn)	i	8%	-0.3%	7%	0%	-1%	i	3%	-0.1
COCCCn1c(SCC(=O)Nc2ccc(C(=O)OC)cc2)nc2ccccc2c1=O	i	nt	-0.8%	1%	-2%	4%	i	0%	-1.0
COC(=O)c1c(NC(=O)C2CCC2)sc(C(=O)N(C)C)c1C	i	2%	-0.7%	-9%	?	-2%	i	-7%	-6.0
CCCN(c1ccc(C(C)C)cc1)S(=O)(=O)c1ccc2c(c1)CCN2C(=O)CC	i	6%	-1.0%	0%	nt	-3%	nt	0%	nt
O=C(NC1=NCCS1)C1CCN(S(=O)(=O)c2ccc(Cl)cc2)CC1	i	9%	-0.3%	4%	0%	0%	i	3%	0.9
CCc1noc(C)c1C(=O)OC(C)C(=O)Nc1ccc2c(c1)OCO2 (stereo not drawn)	?	-3%	-0.1%	2%	1%	-15%	i	-3%	-1.7
CCN(C[C@H]1N[C@@](CC)(C(=O)OC)[C@H]2C(=O)N(Cc3ccccc3)C(=O)[C@@H]12)C(=O)COC	i	8%	0.0%	18%	2%	0%	i	4%	-0.2
Cc1nn(-c2ccccc2)c(C)c1NS(=O)(=O)c1ccccc1	i	10%	-1.1%	?	0%	-1%	i	1%	1.0
Cc1cccc(NC(=O)COC(=O)c2ccc3c(c2)OCO3)c1C	i	5%	0.3%	7%	0%	0%	i	8%	-0.1
COc1ccccc1-n1c(-c2cccnc2)n[nH]c1=S	i	-8%	-0.2%	6%	0%	-5%	nt	-1%	-3.1
CCN1CCc2c(sc(NC(=O)c3ccc(C(=O)c4ccccc4)cc3)c2C(N)=O)C1	i	-5%	-0.2%	12%	-9%	-37%	i	?	-1.8
Cc1cccc(S(=O)(=O)N/N=c2\sc3ccccc3n2C)c1	i	0%	2.9%	12%	4%	-28%	i	-7%	-1.0
O=C(NN=Cc1cc(=O)[nH]c(=O)[nH]1)c1ccncc1	i	0%	-0.4%	1%	nt	3%	i	-2%	-1.6
COc1cc(O)c(C(C)=O)c(OC)c1	i	-8%	-0.1%	-19%	nt	-7%	i	-5%	-0.6
CC(=O)c1ccc(OCCCC(=O)Nc2ccc(Cl)c(S(=O)(=O)N3CCOCC3)c2)cc1	i	-15%	3.8%	5.2µM*	nt	-5%	i	?	-3.7
O=C(CCSCc1ccccc1F)NCCc1ccccc1	i	0%	-0.4%	8%	2%	0%	i	5%	-2.8
